# HepG2 tox: kills HepG2 cells in TGF-b inhibitor counter-screen; HepG2 CAGA-GFP viability, ATP luminescence, 18 h; Potency, µM (doses to about 46.1 µM), without a hit: top-dose activity change, negative = cytotoxicity, actives largely listed as cytotoxic; actives 0.76% (n = 410,000); AID 588856; also: potency is read from the fitted curve at half-maximal effect; some results filed as inactive show a strong effect at the top dose
#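 CellTiter-Glo luminescence gave cytotoxicity after 18 hours at 37 degrees C. The cells were HepG2 CAGA-GFP in 1% FBS DMEM, stimulated with 500 pg/mL TGF-beta after compound addition. %Activity was normalised to no-cell wells (complete cell-killing) and DMSO (no toxicity), and curves were fitted and classified.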
# EPAC2 ag: EPAC2 (human) agonism; AID 720711; Potency, µM (series often up to 154 µM), for inactives: top-dose activation, actives largely listed as activators; actives 0.079% (n = 360,000); EPAC2 activation, biochemical qHTS; response scale: 100% = 6.5 mM cAMP response; also: potency is read from the fitted curve at half-maximal effect; nearly all actives have a fitted effect of over 50% in size
# Target sequence (Q8WZA2 whole entry, looked up): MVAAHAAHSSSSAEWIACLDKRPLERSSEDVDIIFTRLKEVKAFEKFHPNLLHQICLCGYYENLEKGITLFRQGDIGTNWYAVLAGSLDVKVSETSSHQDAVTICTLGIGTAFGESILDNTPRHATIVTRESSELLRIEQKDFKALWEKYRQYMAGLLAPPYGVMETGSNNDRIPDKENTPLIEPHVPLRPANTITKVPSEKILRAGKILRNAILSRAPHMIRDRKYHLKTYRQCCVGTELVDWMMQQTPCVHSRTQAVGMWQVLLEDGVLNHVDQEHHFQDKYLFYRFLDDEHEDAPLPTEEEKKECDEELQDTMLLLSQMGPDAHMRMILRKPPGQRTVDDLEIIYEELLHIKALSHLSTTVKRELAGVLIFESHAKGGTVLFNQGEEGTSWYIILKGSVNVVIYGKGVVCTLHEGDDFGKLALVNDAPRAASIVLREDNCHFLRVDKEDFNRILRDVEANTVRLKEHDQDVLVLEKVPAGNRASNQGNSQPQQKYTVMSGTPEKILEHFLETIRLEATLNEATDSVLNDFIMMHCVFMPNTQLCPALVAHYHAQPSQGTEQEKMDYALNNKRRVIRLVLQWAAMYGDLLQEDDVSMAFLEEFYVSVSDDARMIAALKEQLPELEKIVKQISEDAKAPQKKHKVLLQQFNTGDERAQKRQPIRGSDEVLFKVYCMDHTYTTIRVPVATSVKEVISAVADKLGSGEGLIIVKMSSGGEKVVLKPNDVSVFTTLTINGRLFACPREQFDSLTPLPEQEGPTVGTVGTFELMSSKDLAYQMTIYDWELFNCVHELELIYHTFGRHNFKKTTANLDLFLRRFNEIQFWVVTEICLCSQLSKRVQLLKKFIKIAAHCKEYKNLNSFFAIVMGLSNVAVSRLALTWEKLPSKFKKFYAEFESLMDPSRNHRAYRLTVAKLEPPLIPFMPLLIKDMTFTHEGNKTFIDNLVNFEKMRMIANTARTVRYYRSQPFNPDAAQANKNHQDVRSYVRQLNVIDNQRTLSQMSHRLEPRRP
#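 Guanine nucleotide exchange by EPAC2 is measured as reduced fluorescence of BODIPY-GDP once it is released from 250 nM Rap1B. Plates are read kinetically for 30 min at room temperature; results are scaled to 6.5 mM cAMP.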
# IL2 activator: activators of IL-2. IL-2 activation reporter assay, cell-based qHTS; stimulated with anti-CD3/CD4/CD28 beads; in transgenic mouse T cells. activation, % (series mostly up to about 46 µM). actives 0.065% (n = 360,000). AID 652025; in the data active = activation above about 50%; inconclusive = mostly about 30% to 49%; also: 0% is about no effect
#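 Unstimulated transgenic mouse T cells, 750 per well, received compound and, after 60 minutes, anti-CD3/anti-CD4 bead plus anti-CD28 stimulation. EGFP and DsRed were quantified after 18 hours.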
# TGFb inhibitor: blocks TGF-b signaling | actives 1.2% (n = 410,000) | HepG2 CAGA-GFP TGF-b/SMAD3 reporter, GFP fluorescence, 18 h; TGF-beta stimulated, 500 pg/mL final | AID 588855 | Potency, µM (series often up to 46.1 µM), inactives show at the top dose activity, negative = inhibition, usual class: inhibitors; also: potency is read from the fitted curve at half-maximal effect; % is scaled to controls: 0 for no effect and ±100 for the full control effect; nearly all actives have a fitted effect of over 65% in size
#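 Smad-responsive CAGA-GFP expression was quantified in HEPG2 cells exposed to compounds and 500 pg/mL final TGF-beta for 18 h at 37 degrees C; unstimulated wells defined full inhibition.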
# ATXN2 expr inh: inhibitors of ATXN2 expression | HEK-293 ATXN2-luciferase reporter, luminescence, 24 h | Potency, µM (titrated, usually from 57 µM), for inactives: at the top dose activity change, negative = inhibition, actives largely listed as inhibitors | actives 0.72% (n = 360,000); also: potency is read from the fitted curve at half-maximal effect; % is scaled to controls: 0 for no effect and ±100 for the full control effect; nearly all actives have a fitted effect of over 55% in size
#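 ATXN2-luciferase reporter cells (luciferase flanked by upstream and downstream ATXN2 gene portions) were treated 24 h at 37 °C with compounds at up to 57 uM. SteadyGlo luminescence gave expression; GF-AFC fluorescence gave viability.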
# S2 tox: reduces viability in counter-screen for ATXN expression inhibitors; actives 0.49% (n = 400,000); S2 cells (HEK-293 line with an ATXN2-luciferase reporter) viability, CellTiter-Fluor protease fluorescence, 24 h; Potency, µM (highest dose often 56.7 µM), usual class: cytotoxic; also: potency is read from the fitted curve at half-maximal effect; nearly all actives have a fitted effect of over 40% in size
# Nrf2 block: inhibitors of Nrf2 signaling; actives 2.1% (n = 360,000); A549 ARE-Fluc reporter, luciferase luminescence, 18-24 h; AID 504444; Potency, µM (top dose mostly 46 µM), inactives show at the top dose activity change, negative = inhibition, actives largely listed as inhibitors; also: potency is read from the fitted curve at half-maximal effect; % is scaled to controls: 0 for no effect and ±100 for the full control effect; nearly all actives have a fitted effect of over 60% in size
#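 Nrf2 function is reported as luminescence of an ARE-controlled luciferase in A549 cells. Compounds were tested at several concentrations, and a CellTiter-Fluor read on the same wells flagged cytotoxicity.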
# A549 viability: A549 cytotoxicity, counter-screen for Nrf2 inhibitors; A549 ARE-Fluc cells, CellTiter-Fluor viability, 18-24 h; Potency, µM (top dose mostly 46 µM), for inactives: top-dose activity change, negative = cytotoxicity, usual class: inhibitors; actives 0.16% (n = 390,000); AID 504648; also: potency is read from the fitted curve at half-maximal effect; % is scaled to controls: 0 for no effect and ±100 for the full control effect
#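 A549 ARE_Fluc cells in 5% FBS OPTI-MEM were exposed to compounds in concentration-response for 18-24 h at 37 deg C. Viability was read by CellTiter-Fluor fluorescence (Ex 405/Em 525) after 30 min, before the luciferase read.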
# Nrf2 ARE act: activates Nrf2 signaling; AREc32 ARE-luciferase reporter (MCF7-derived line), luminescence, 24 h; Potency, µM (doses to about 46.1 µM), inactives show top-dose activation, hits mostly activators; actives 0.31% (n = 410,000); AID 624171; also: potency is read from the fitted curve at half-maximal effect; % of control where 0% means no effect; nearly all actives have a fitted effect of over 65% in size
#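 Quantitative high-throughput format: AREc32 reporter cells, 1000 per well, received compound by pin transfer and were incubated 24 hr at 37 deg C, 5% CO2, before Steady-Glo luminescence detection.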
# * = called active by the depositor; i = inactive; ? = inconclusive; / = no result given; & = joins results of further samples; [ ] = remark or other dose. Unless noted, calls follow the shape of the dose curve; as a rule, active = well fitted curve in the direction sought with a large enough effect; inconclusive = small, poorly fitted or top-dose-only effect, or another doubt; inactive = no such curve, though single readings can be large; an effect the other way counts as inactive or inconclusive. Compounds were not picked by outcome; 4.3% or so of the library scored in one or more.
no.	smiles	S2 tox	HepG2 tox	Nrf2 block	Nrf2 ARE act	EPAC2 ag	TGFb inhibitor	A549 viability	ATXN2 expr inh	IL2 activator
1	Cc1ccc(Sc2nc3c(c(=O)[nH]c(=O)n3C)n2CCc2ccccc2)cc1	i	-5%	-8%	0.1%	-3%	-15%	1%	-4%	-3.9
2	Cc1ccccc1OC1=NS(=O)(=O)c2ccccc21	i	0%	-2%[65.3 µM]	-0.4%	0%	-18%	0%[65.3 µM]	-11%	5.0
3	COc1ccc(-c2nc(CSc3nnc(C)n4c3cc3oc(C)cc34)c(C)o2)cc1OC	/	-5%	0%	0.3%	/	?	0%	/	/
4	Cc1ccc(S(=O)(=O)N2CCN(C(=O)c3cc4c(s3)CCCC4)CC2)cc1	?	1%	1%	-0.6%	8%	13%	1%	-21%	0.3
5	Cc1ccc(O)c(NC(=O)COCc2cc(-c3ccco3)on2)c1	/	-27%	24%	?	/	?	1%	/	/
6	O=C(CSc1nnc(-c2ccccc2Cl)o1)N1CCCCC1	i	-32%	?	-0.1%	11%	-3%	-8%	159%[activator]	-1.4
7	CCN(c1ccc(OC)cc1)S(=O)(=O)N1CCCC(C(=O)NCc2ccccc2Br)C1 (centres undefined)	i	-21%	-8%	2.0%	10%	?	-4%	-9%	-3.2
8	O=C(O)CCSc1nnc(COc2ccc(Cl)cc2)n1-c1ccccc1	i	-18%	1%	0.8%	15%	-16%	-1%	5%	2.8
9	CN1CCN(C2=CC3=CC(=C(C#N)C#N)CCC3CC2)CC1 (centres undefined)	/	-6%	-23%	0.2%	100µM*	-99%	-15%	-11%	20
10	Nc1ccc(C(=O)N/N=C\c2cc(N=Nc3cccc4ccccc34)ccc2O)cc1	?	-10%	?	3.8%	4%	-31%	?	5.6µM*	-0.6
11	O=C(c1ccc(Cl)cc1)N1CCC(c2nc(-c3cccs3)no2)CC1	i	-16%	?	-0.2%	18%	?	-18%	-9%	0.6
12	CCN(CCCNC(=O)c1cc2c(=O)n(CC)c3ccccc3c2s1)Cc1ccccc1	?	-98%	-4%	14%	/	?	-15%	?	/
13	Cc1nc(N)sc1C(=O)N/N=C/c1cccnc1	i	-20%	-7%	3.6%	-1%	3%	-1%	5%	0.2
14	CCCc1c(OCCCCc2nn[nH]n2)ccc(C(C)=O)c1O	i	-21%	-4%	0.5%	-13%	-1%	3%	-17%&15%	0.2
15	Cc1ccc(S(=O)(=O)N2C[C@H]3[C@H]4C(=O)N(c5ccccc5)C(=O)[C@H]4C[C@H](OC(=O)NCc4ccco4)[C@@]3(O)C2)cc1	i	-6%	/	-0.2%	13%	0%	/	2%	-1.3
16	COc1ccccc1CNC(=O)c1c(-c2ccccc2Cl)noc1C	i	-26%	?	0.3%	0%	-1%	-20%	6%	0.4

# Profiles as entered above. Order of screens: S2 tox | HepG2 tox | Nrf2 block | Nrf2 ARE act | EPAC2 ag | TGFb inhibitor | A549 viability | ATXN2 expr inh | IL2 activator
# CCN(c1ccc(OC)cc1)S(=O)(=O)N1CCCC(C(=O)NCc2ccccc2Br)C1 (centres undefined) in the list: i | -21% | -8% | 2.0% | 10% | ? | -4% | -9% | -3.2
# Cc1ccc(S(=O)(=O)N2C[C@H]3[C@H]4C(=O)N(c5ccccc5)C(=O)[C@H]4C[C@H](OC(=O)NCc4ccco4)[C@@]3(O)C2)cc1 in the list: i | -6% | / | -0.2% | 13% | 0% | / | 2% | -1.3
# O=C(c1ccc(Cl)cc1)N1CCC(c2nc(-c3cccs3)no2)CC1 in the list: i | -16% | ? | -0.2% | 18% | ? | -18% | -9% | 0.6
# Cc1ccc(O)c(NC(=O)COCc2cc(-c3ccco3)on2)c1 in the list: / | -27% | 24% | ? | / | ? | 1% | / | /
# O=C(CSc1nnc(-c2ccccc2Cl)o1)N1CCCCC1 in the list: i | -32% | ? | -0.1% | 11% | -3% | -8% | 159%[activator] | -1.4

# Continued.
no.	smiles	S2 tox	HepG2 tox	Nrf2 block	Nrf2 ARE act	EPAC2 ag	TGFb inhibitor	A549 viability	ATXN2 expr inh	IL2 activator
17	O=c1cc(-c2ccccc2)c2ccc3c(c2o1)CN(Cc1ccccc1)CO3	i	-95%	10%	4.0%	/	20%	2%	-2%	/
18	COC(=O)C1=C(C)N(c2ccc(Cl)cc2)/C(=C/c2ccc(O)cc2)C1=O	i	-2%	-12%	-0.1%	-2%	0%	-12%	-10%	0.7
19	O=C(O)c1ccc(-n2nnnc2Oc2cccc3cccnc23)cc1	i	-32%	/	-0.9%	3%	2%	9%	-8%	-0.3
20	CCOP(=O)(OCC)C(Nc1cccc([N+](=O)[O-])c1)c1ccc(N(C)C)cc1 (centres undefined)	i	-2%	12%	5.0%	14%	-11%	13%	/	3.8
21	CCCN1CCN(C(=O)c2oc3ccccc3c2NC(=O)C2CC2)CC1	i	5%	?	-0.2%	-3%	-3%	12%	10%	-2.9
22	Cc1cc(C)c(C#N)c(SCc2[nH]nc3c2C(c2ccccc2)C(C#N)=C(N)O3)n1 (centres undefined)	i	0%	0%	0.4%	18%	-16%	-13%	-4%	-1.4
23	COc1cccc(COC(=O)C2CCN(C(=O)c3ccccc3C)CC2)c1OC	i	-2%	3%	-1.0%	3%	-8%	?	-13%	-3.4
24	COc1ccc(OCC(O)CN2C(=O)c3ccccc3C2=O)cc1 (centres undefined)	i	-19%	7%	5.2%	13%	-12%	4%	-11%	-3.7
25	CN(CC(=O)Nc1ccccc1Cl)C(=O)c1cccc(-n2cccc2)c1	i	-28%	-2%	-0.5%	1%	-18%	8%	-6%	1.4
26	Cc1cccc(OCCCC(=O)Nc2ccccc2C(F)(F)F)c1	i	-25%	-13%	-0.3%	-15%	-3%	6%	-2%	-1.8
27	COc1ccc(CCN(Cc2nc3ccccc3c(=O)[nH]2)C(=O)c2ccco2)cc1OC	i	-6%	0%	-0.7%	7%	-4%	-6%	-2%	-1.4
28	Cc1ccccc1NC(=O)Cc1nc(COC(=O)c2cccc(C)c2O)cs1	i	-9%	15%	-0.5%	-5%	1%	-2%	-13%	-1.2
29	CC1CCCCN1Cc1ccc(N(C)C)cc1 (centres undefined)	i	7%	3%	-0.8%	6%	13%	11%	6%	1.1
30	CCOc1ccccc1CNC(=O)Cn1ccc2cc(S(=O)(=O)N3CCCC3)ccc21	i	-7%	-11%	4.6%	-5%	-8%	-1%	-6%	-4.3
31	O=C(c1cc(C2CC2)nn1-c1ccccc1)N1CCN(S(=O)(=O)c2ccccc2F)CC1	i	2%	/	0.4%	7%	-2%	/	/	-0.2
32	COc1ccc(CCNC(=O)CN2c3cccc4cccc(c34)S2(=O)=O)cc1OC	i	7%	5%	-0.7%	-3%	8%	8%	-3%	-1.3

# Reprinted from the part before: 5 compounds, followed by the next part.
no.	smiles	S2 tox	HepG2 tox	Nrf2 block	Nrf2 ARE act	EPAC2 ag	TGFb inhibitor	A549 viability	ATXN2 expr inh	IL2 activator
28	Cc1ccccc1NC(=O)Cc1nc(COC(=O)c2cccc(C)c2O)cs1	i	-9%	15%	-0.5%	-5%	1%	-2%	-13%	-1.2
29	CC1CCCCN1Cc1ccc(N(C)C)cc1 (centres undefined)	i	7%	3%	-0.8%	6%	13%	11%	6%	1.1
30	CCOc1ccccc1CNC(=O)Cn1ccc2cc(S(=O)(=O)N3CCCC3)ccc21	i	-7%	-11%	4.6%	-5%	-8%	-1%	-6%	-4.3
31	O=C(c1cc(C2CC2)nn1-c1ccccc1)N1CCN(S(=O)(=O)c2ccccc2F)CC1	i	2%	/	0.4%	7%	-2%	/	/	-0.2
32	COc1ccc(CCNC(=O)CN2c3cccc4cccc(c34)S2(=O)=O)cc1OC	i	7%	5%	-0.7%	-3%	8%	8%	-3%	-1.3
33	CSc1cccc(NC(=S)NN(C)C)c1	i	10%	?	-0.4%	-1%	-7%	1%	-1%	-0.7
34	O=C(COC(=O)C1CC2C=CC1C2)Nc1c(Br)cc([N+](=O)[O-])cc1Br (centres undefined)	i	-3%	10%	-0.6%	-10%	12%	-4%	2%	-1.8
35	CC[C@@H](C)[C@H](NC(=O)Cc1c(C)c2c(cc(C)c3c(C)c(C)oc32)oc1=O)C(=O)O	i	4%	-7%	0.3%	-3%	2%	-1%	-17%	-0.3
36	Cc1cc(C(=O)NCc2cc(C(=O)O)oc2C)c(C)o1	i	13%	-11%	-0.2%	6%	18%	-5%	-20%	-2.5
37	O=S(=O)(Nc1cccc2ccccc12)N1CCCC1	i	8%	-13%	3.4%	13%	16%	0%	2%	-2.8
38	CC(=O)Nc1ccc(C(=O)N2CCCCC2c2cc(C(=O)Nc3cccc(C#N)c3)no2)cc1 (centres undefined)	i	-1%	/	-0.9%	9%	7%	/	0%	-0.2
39	CC(C)Oc1ccc(F)cc1-c1cc(C(=O)Nc2ccc(C(C)(C)C)cc2)[nH]n1	?	-79%	/	5.4%	2%	?	/	-20%	-0.8
40	Cc1ccc(NC(=O)CNCc2ccccc2)c(Br)c1	?	3%	26%	4.6%	-4%	0%	1%	46%[activator]	-0.1
41	COc1ccc(N2CCN(C(=O)C3CCCN(C(=O)c4cc5sccc5n4C)C3)CC2)cc1 (centres undefined)	/	-35%	-17%	2.2%	/	?	7%	/	/
42	CCN(CC)C(=O)COc1coc(CN2CCN(c3cccc(Cl)c3)CC2)cc1=O	i	3%	-5%	-0.1%	4%	10%	-1%	-3%	-1.2
43	COc1ccc(N2CCN(Cc3csc(C)c3-c3ccc(C)cc3)CC2)cc1	i	-29%	-3%	-1.6%	5%	-13%	-9%	-24%	-6.3
44	COC(=O)C1=C(C)N(c2ccc(F)cc2)C(=O)C1	i	5%	1%	5.1%	-2%	-5%	1%	4%	0.4

# Assay outcomes from PubChem.
